PPC-1+TRAIL kill: compounds killing PPC-1 cancer cells with TRAIL present, primary screen, TRAIL potentiator project, ATPLite luminescence, uHTS; PPC-1 cells + TRAIL, ATPLite viability luminescence; cell killing (% activity), % at 4 µM; 220,000 compounds, 0.41% hits; AID 1443, 2008;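 active = cell killing above 50% in the first pass at 4 µM, then a duplicate retest at 5 µM averaging 50% or more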;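 also: plate controls were cells with TRAIL plus DMSO for no effect and medium-only wells lacking cells for full effect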
CHOP inh: inhibitors of CHOP promoter induction, primary screen, cell-based, unfolded protein response, luciferase reporter | CHO-K1 CHOP-promoter luciferase, tunicamycin-induced, 15-18 h | inhibition, % at 10 µM | 220,000 compounds, 3.8% hits | AID 2732, 2010;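 active = compounds that reduced the stress-induced luciferase reporter signal by more than about 70% of percent inhibition, limit read from the data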;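 also: 0% = tunicamycin plus vehicle and 100% = wells without tunicamycin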
TRPML3 agonist: human TRPML3 channel agonists, primary screen, cell-based, HEK293 TRPML3-YFP, Fluo-8 calcium fluorescence, 3 µM. Mucolipin-3 (Homo sapiens), Q8TDD5. 100% = the carbachol control signal. activation, % at 3 µM. 220,000 compounds, 0.29% hits;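 active = activation above its plate's cutoff, the mean activation of the plate's test wells plus 3 SD, cut at about 12% in these data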;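 also: 0% = DMSO only wells and 100% = carbachol wells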
Target sequence (Q8TDD5 whole entry, looked up): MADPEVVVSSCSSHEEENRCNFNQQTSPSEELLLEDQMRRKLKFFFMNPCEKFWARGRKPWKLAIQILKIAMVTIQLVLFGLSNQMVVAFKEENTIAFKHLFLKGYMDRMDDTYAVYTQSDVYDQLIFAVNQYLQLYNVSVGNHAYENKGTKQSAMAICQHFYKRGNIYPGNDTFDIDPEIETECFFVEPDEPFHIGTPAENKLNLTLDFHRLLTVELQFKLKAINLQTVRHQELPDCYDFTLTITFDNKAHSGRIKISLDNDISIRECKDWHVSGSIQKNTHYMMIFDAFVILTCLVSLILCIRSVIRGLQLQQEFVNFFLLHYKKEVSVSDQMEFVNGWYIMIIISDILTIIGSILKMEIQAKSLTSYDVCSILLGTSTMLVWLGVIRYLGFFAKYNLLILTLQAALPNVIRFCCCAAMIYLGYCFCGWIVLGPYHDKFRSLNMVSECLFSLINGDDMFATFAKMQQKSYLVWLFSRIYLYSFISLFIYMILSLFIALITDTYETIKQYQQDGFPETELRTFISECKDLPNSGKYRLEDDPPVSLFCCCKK
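system = HEK293 cells stably carrying human TRPML3-YFP | doses = one concentration, 3 µM nominal, 0.3% DMSO | timing = dye loading 1 h 37 °C then 30 min ambient, 125 s read | detection = Fluo-8 calcium dye fluorescence, ex 470-495, em 515-575 nm | benchmarks = high control carbachol 87 µM, low control DMSO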
zfTRPN1 agonist: zebrafish TRPN1 channel agonists, primary screen, cell-based, HEK293, calcium fluorescence; activation, % at 3 µM; transient receptor potential cation channel N1 (TRPN1/NompC), Danio rerio; HEK293 zebrafish TRPN1-YFP, Fluo-8 calcium fluorescence; 100% = response to 87 µM carbachol; 220,000 compounds, 0.18% hits;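 active = activation above its plate's cutoff, the mean activation of test wells on that plate plus 3 SD, cut at about 19% in these data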;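 also: 0% = DMSO alone and 100% = 87 µM carbachol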
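Material: zebrafish TRPN1-YFP in HEK293 cells; Doses: single test compound dose, 3 µM nominal, 0.3% DMSO; Timing: dye loading 1 h at 37 °C, then 30 min room temperature; Technique: intracellular calcium fluorescence with Fluo-8; Benchmarks: high carbachol 87 µM, low DMSO alone.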
Runt-SMMHC FRET: inhibitors of RUNX1 Runt–CBFb-SMMHC binding, primary screen, biochemical, FRET, Cerulean-Runt, Venus-CBFb-SMMHC, uHTS. Runt-related transcription factor 1 (Homo sapiens) + Core-binding factor subunit beta …. Cerulean-Runt/Venus-CBFb-SMMHC FRET ratio 530/480, 1 h. inhibition, % at 20 µM. 220,000 compounds, 0.74% hits;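 active = mean inhibition across duplicate retests at 20 µM reaching about 50%, limit read from the data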;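 also: 0% = DMSO wells and 100% = wells with excess untagged CBFb-SMMHC; inhibitors lower the FRET ratio by blocking Runt binding to CBFb-SMMHC; some results filed as inactive read as strong as hits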
Mdm2 ligase inh: MDM2-luciferase reporter signal enhancers, primary screen, MDM2 E3 ligase inhibitor project, cell-based, luminescence, 1536-well | E3 ubiquitin-protein ligase Mdm2 (Homo sapiens), Q00987 | AID 1230, 2008 | cell-based MDM2 ubiquitination luciferase reporter, 2 h; 0 = plate control, 100 = twice control, blank-subtracted | 210,000 compounds, 0.11% hits | signal enhancement, % at 5 µM;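 active = signal enhancement of 30% or more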;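 also: luminescence tracks abundance of the self-degrading MDM2-luciferase fusion protein; higher signal means inhibition of MDM2 E3 ligase activity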
Target sequence (Q00987 whole entry, looked up, the tested form may be a part): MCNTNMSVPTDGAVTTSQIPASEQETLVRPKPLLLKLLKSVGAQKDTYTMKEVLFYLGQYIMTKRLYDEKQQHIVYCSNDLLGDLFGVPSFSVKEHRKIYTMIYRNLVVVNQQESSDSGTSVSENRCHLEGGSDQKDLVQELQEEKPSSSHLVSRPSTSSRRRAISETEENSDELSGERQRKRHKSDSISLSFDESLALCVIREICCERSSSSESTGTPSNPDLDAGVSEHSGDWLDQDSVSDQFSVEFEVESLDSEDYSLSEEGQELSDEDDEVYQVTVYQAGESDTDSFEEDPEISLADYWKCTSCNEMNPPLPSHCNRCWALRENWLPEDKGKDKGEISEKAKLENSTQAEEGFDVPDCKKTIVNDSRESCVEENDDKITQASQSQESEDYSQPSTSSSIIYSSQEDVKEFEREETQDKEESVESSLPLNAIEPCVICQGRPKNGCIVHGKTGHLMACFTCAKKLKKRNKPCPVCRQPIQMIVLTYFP
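Test system: mammalian cells stably expressing self-ubiquitinating, self-degrading MDM2 E3–luciferase fusion; Amount: 2000 cells in each well; Medium: DMEM; Schedule: 4 h settle plus 2 h compound, 37 °C; Technique: SteadyLite luciferase luminescence after 15 min room-temperature reagent incubation; Benchmarks: plate control and blank wells.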
TNF necrop inh: inhibitors of TNF-alpha triggered necroptosis, primary screen, cell-based, Jurkat FADD-/-, single concentration | Jurkat FADD-/- TNF necroptosis rescue, ATP luminescence, 24 h; 0 = TNF only, 100 = no-TNF cells | activation (protection from cell death), % at 10 µM | 220,000 compounds, 0.068% hits | AID 463075, 2010;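 active = activation, meaning protection from cell death, of at least 50% relative to plate controls; inactive = activation below 50%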;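 also: necroptosis triggered by 40 ng/mL TNF-alpha added together with compound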
EBV gp42 block: Epstein-Barr virus gp42 inhibitors, primary screen, biochemical, uHTS, fluorescence polarization. Glycoprotein 42 (Epstein-Barr virus (strain AG876)), Q1HVG2. Fluorescence polarization binding assay, mP read-out. inhibition, % (tested at 21.74 µM). 220,000 compounds, 0.42% hits. AID 1085, 2008; in the data active = inhibition above about 50%
p47phox inh: p47phox/p22phox peptide binding inhibitors, primary screen, biochemical, uHTS, NADPH oxidase regulatory subunit. Neutrophil cytosol factor 1 (Homo sapiens), P14598. fluorescence polarization, 2 h. inhibition, % at 24.7 µM. 220,000 compounds, 0.53% hits;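 active = inhibition above about 30%, limit read from the data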;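 also: 0% = p47phox with labelled peptide and 100% = labelled peptide alone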
Active calls of the source: *; / = not tested or not shown.

SMILES | PPC-1+TRAIL kill | CHOP inh | TRPML3 agonist | zfTRPN1 agonist | Runt-SMMHC FRET | Mdm2 ligase inh | TNF necrop inh | EBV gp42 block | p47phox inh
Cc1cc(Cl)ccc1OCC(=O)NCCCCc1ccccc1 | 8.6 | -16.1 | 0.0 | -0.3 | -0.7 | -0.2 | 2.2 | 1.1 | -1.0
O=C(O)CSCC(=O)NCc1csc2ccc(Cl)cc12 | 17.9 | -13.4 | 0.1 | 0.4 | -5.0 | 1.0 | 2.4 | -17.3 | -3.0
O=C(Nc1cc2c(cc1Br)OCCO2)c1cccs1 | 12.4 | -29.2 | 0.8 | -0.3 | 0.2 | -17.1 | -0.7 | 11.9 | -2.1
Cc1ccsc1-c1nc(CN(C)C(C2CC2)C2CC2)c(C)o1 | 15.3 | 8.7 | 0.2 | 0.4 | -0.9 | -6.6 | 2.6 | -14.8 | -14.5
CCOCCCNC(=O)c1ccccc1OC1CCN(S(C)(=O)=O)CC1 | 16.6 | 16.6 | 0.8 | 0.7 | -6.3 | 2.3 | -0.4 | -7.3 | 1.1
CC[n+]1c(/C=C/N(C)c2ccccc2)oc2ccc(Cl)cc21 | 6.8 | 6.6 | 0.4 | 0.5 | 8.1 | -11.7 | -5.8 | -17.2 | -3.4
O=C(CSc1ccc(C(F)(F)F)cc1[N+](=O)[O-])Nc1ccccc1 | 9.0 | 96.7* | -0.8 | -1.0 | 1.5 | 8.3 | 0.0 | 10.7 | -8.3
Nc1nc(N2CCOCC2)cc(=O)[nH]1 | 28.6 | -1.9 | 0.1 | -1.1 | 18.8 | -7.1 | -0.3 | 18.5 | 3.9
COc1ccc(-n2c(=O)c3ccccc3n(CC(=O)NC3CCCC3)c2=O)c(OC)c1 | -4.2 | -20.0 | 1.1 | 2.2 | -5.4 | 0.1 | 0.6 | -0.2 | 3.1
CC1CCN(C(=O)c2ccc(NC(=O)C3CCCO3)cc2)CC1 (centres undefined) | 12.4 | 34.0 | 0.5 | 0.8 | -2.7 | -3.1 | 1.3 | -18.6 | -10.7
COC(=O)c1c(NC(=O)CC2SC(N)=NC2=O)sc2c1CCCC2 (centres undefined) | 13.2 | 12.3 | 0.1 | 0.6 | -0.3 | -1.7 | -5.5 | -17.2 | -32.2
COc1cc(OC)nc(NC(=O)CCl)n1 | 30.7 | -57.4 | 0.8 | -0.4 | -5.3 | -15.7 | -6.4 | -14.3 | -5.6
Cc1nc2ccccc2nc1NS(=O)(=O)c1ccc(N)cc1 | 18.3 | 16.1 | 0.2 | -0.3 | -8.3 | -5.9 | 1.0 | -13.7 | -2.2
CCN(CC)S(=O)(=O)c1ccc(N/N=C/c2ccc(O)cc2O)nc1 | 52.5* | 83.1* | 0.7 | 1.3 | 3.8 | 14.6 | -18.6 | 9.2 | -14.3
Cc1c(/C(O)=C2/C(=O)C(=O)N(CCN3CCOCC3)C2c2cccs2)cnn1-c1ccccc1 (centres undefined) | 15.9 | -11.3 | 0.5 | -0.9 | 2.2 | / | -1.2 | -9.6 | -3.1
O=C(NC(=S)NNC(=O)c1ccc(Cl)cc1Cl)c1cccnc1 | 5.6 | 34.0 | 1.1 | -2.1 | 7.3 | -8.9 | 0.4 | -5.2 | -1.7
CC(C)c1ccc(NC(=O)C2=NNC(=O)CC2)cc1 | 2.6 | -0.6 | 0.7 | 1.9 | 2.1 | -3.7 | -0.9 | -12.1 | -0.2
O=C(Nc1nc(-c2ccccc2)c(-c2ccccc2)s1)c1ccc(S(=O)(=O)N2CCCC2)cc1 | 9.9 | 30.2 | 1.1 | -0.1 | -4.3 | -4.1 | 0.4 | -20.1 | -22.0
CCOC(=O)CCC(=O)Nc1cccc([N+](=O)[O-])c1 | 19.8 | 2.6 | -0.1 | -0.2 | -0.9 | -40.7 | -0.9 | 1.9 | -2.7
O=C(CNc1cccc(S(=O)(=O)N2CCOCC2)c1)N1CCc2ccccc21 | 16.2 | -11.0 | -0.2 | 1.3 | -1.4 | -8.1 | 2.2 | -51.6 | -14.2
Cc1ccc(CNC(=O)COC(=O)c2ccc(S(=O)(=O)N(C)C)cc2)cc1 | 10.9 | -3.5 | 0.7 | -0.3 | -2.1 | -8.0 | 0.7 | -5.9 | -0.7
O=C(Nc1ccccc1)c1cc(S(=O)(=O)N2CCOCC2)cs1 | 9.3 | 15.8 | 0.8 | 0.9 | -1.9 | -2.8 | 0.2 | -26.0 | -2.1
CC1(c2ccc(Cl)cc2Cl)OCC(Cn2ccnc2)O1 (centres undefined) | 8.2 | 40.5 | 0.7 | 1.1 | 2.9 | -23.5 | -8.1 | -1.5 | -12.2
Cc1cc(C)c2c(n1)sc1c(-c3ccccc3)c(C#N)c(N)nc12 | 24.9 | 51.4 | 0.7 | 2.4 | 83.0* | -1.9 | 0.3 | -2.6 | -2.3
COc1cc(S(=O)(=O)N2CCOCC2)ccc1NC(=O)COc1ccc(N(C)S(=O)(=O)c2ccc(C)cc2)cc1 | 11.8 | -20.3 | 0.3 | -0.9 | 1.2 | / | 0.7 | -39.0 | /
CC(C)n1nnnc1-c1ccc(Cl)cc1 | 11.9 | 4.5 | 0.1 | -0.9 | -0.5 | -5.6 | 1.0 | -3.1 | 1.6
O=C(c1cccnc1)c1cccnc1 | 25.4 | 32.4 | 0.9 | 1.1 | -0.1 | 4.9 | 1.3 | -6.4 | -0.3
CC(C)(C)C(=O)/C=C/Nc1ccccc1O | -17.4 | 42.8 | 0.2 | 1.0 | 3.8 | -23.1 | 21.6 | -12.6 | -19.3
Cc1ccc2cccc(Oc3cnccn3)c2n1 | -8.9 | 14.7 | 0.6 | -0.3 | -1.9 | -12.0 | -1.9 | -29.1 | -13.6
CCOc1cc2c(cc1C=O)OC(C)C2 (centres undefined) | -6.5 | 16.9 | 0.5 | -1.1 | -4.9 | -17.2 | -0.6 | -16.7 | -3.5
O=C(c1cn(-c2ccccc2)nc1-c1ccc(Cl)s1)N1CCOCC1 | 11.4 | 33.4 | 0.4 | 1.1 | 1.7 | -48.8 | -0.5 | -8.9 | -9.6
Cc1cc(/C=C(\C#N)c2nc3ccccc3[nH]2)c(C)n1C | 25.3 | 42.4 | 0.9 | 0.1 | -54.5 | -24.6 | 1.1 | 104.8* | -13.7
COc1ccc(NC(=O)C2CCN(C(=O)Cc3ccccc3)CC2)c(OC)c1 | 4.6 | 24.1 | 1.0 | 1.6 | 2.1 | -9.3 | 0.7 | -8.6 | -6.3
Nc1nc(NC(=O)C(Cl)(Cl)Cl)nn1-c1ccccc1 | -12.0 | -4.7 | -0.1 | -0.1 | 1.0 | -3.6 | 1.0 | 0.0 | 0.6
Cc1ccc(/C=C(\C#N)C(=O)NCC2CCCO2)o1 (centres undefined) | -4.7 | -33.4 | 1.8 | 1.3 | -1.1 | 2.7 | -0.3 | 2.5 | -8.3
COc1ccc2oc(=O)c(C(=O)Oc3ccc(NC(C)=O)cc3)cc2c1 | 17.8 | 16.3 | -0.9 | -3.8 | 3.8 | 4.8 | -0.3 | -1.5 | 1.6
COC(=O)C1=COC(OC2OC(CO)C(O)C(O)C2O)C2C1C=CC2(O)CO (centres undefined) | 10.1 | 14.1 | / | / | 1.1 | -23.2 | 0.4 | -2.3 | -9.3
CC(Sc1nc(N)c2c3c(sc2n1)CSC(C)(C)C3)C(=O)Nc1ccccc1 (centres undefined) | 19.3 | 44.4 | -0.1 | -0.8 | 1.7 | -1.9 | 9.6 | -20.1 | -19.2
Cc1cc(C)c([N+](=O)[O-])cc1NC(=O)CCS(=O)(=O)c1ccccc1 | 1.6 | 15.2 | 0.0 | -0.8 | -2.3 | -9.5 | 0.2 | 0.0 | 5.6
Cc1cc(NC(=O)NC(=O)c2cccc(OC(F)(F)C(F)F)c2)n[nH]1 | -10.7 | 25.1 | -0.3 | -0.9 | 2.4 | -26.3 | 2.0 | -4.2 | -0.9
Cc1cccc(NC(=S)NNC(=O)c2ccccc2Br)c1 | 5.6 | -35.1 | 0.2 | -0.7 | 6.6 | 0.9 | -0.3 | 4.5 | -1.9
Cc1ccc(SCC(=O)NC(=O)NCc2ccccc2)c(C)c1 | 7.9 | 80.6* | -0.9 | -1.4 | 2.9 | -4.1 | 0.6 | -6.5 | -3.5
Cc1cc(C(=O)Nc2nc3c(s2)CCCC3)no1 | 26.0 | 3.1 | 0.1 | 0.1 | -1.3 | -3.8 | -0.8 | -18.3 | -11.8
COCCCNC(=O)CN(c1cc(Cl)cc(Cl)c1)S(C)(=O)=O | -9.1 | -9.2 | -0.3 | 0.1 | 2.0 | 12.0 | -1.0 | -19.1 | -3.9
COC(=O)c1cn(Cc2ccccc2C)nn1 | 14.8 | 39.9 | 0.3 | 0.1 | -1.2 | -2.6 | 1.3 | -0.1 | -9.1
Cc1ccc(-c2cc(C(=O)Nc3cccnc3)[nH]n2)c(O)c1C | -0.8 | -7.7 | 0.8 | 2.9 | 0.3 | -9.5 | 1.2 | -7.4 | -8.9
Cn1cnnc1SCC(=O)Nc1sccc1C#N | -7.3 | -2.3 | 0.7 | 0.8 | -2.1 | -9.7 | 1.4 | -10.0 | -5.2
Cc1nnc(SCSc2nnc(C)s2)s1 | 3.9 | 16.6 | 0.2 | 1.3 | 3.5 | -8.0 | 1.4 | 1.2 | -8.0
O=C(O)CCCCCNC(=O)CCn1cnc2ccccc2c1=O | 9.8 | 48.4 | 0.2 | 0.4 | -0.5 | -12.7 | 1.4 | -15.5 | -8.8
COc1c2ccoc2c(OC[C@@H](O)C(C)(C)O)c2oc(=O)ccc12 | 11.4 | -13.2 | 0.0 | 0.1 | 13.5 | / | 1.6 | -9.1 | 2.5

Compound profiles, as listed above. Order of screens: PPC-1+TRAIL kill | CHOP inh | TRPML3 agonist | zfTRPN1 agonist | Runt-SMMHC FRET | Mdm2 ligase inh | TNF necrop inh | EBV gp42 block | p47phox inh
Shown for `Cc1ccc(-c2cc(C(=O)Nc3cccnc3)[nH]n2)c(O)c1C` = -0.8 | -7.7 | 0.8 | 2.9 | 0.3 | -9.5 | 1.2 | -7.4 | -8.9
Shown for `O=C(O)CCCCCNC(=O)CCn1cnc2ccccc2c1=O` = 9.8 | 48.4 | 0.2 | 0.4 | -0.5 | -12.7 | 1.4 | -15.5 | -8.8

Screens as filed in PubChem BioAssay.
